esBAF inh: inhibitors of esBAF chromatin remodeling in mouse ES cells; Bmi1-luciferase knock-in reporter, 24 h; 100% = twice the neutral-well signal; reporter increase, % at 12.5 µM; actives 2% (n = 350,000); AID 602393; in the data active = activation above about 40%; inconclusive = no clear call, values can overlap the other calls;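 also: 0% = median of the plate's neutral control wells and 100% = double that signal; a rise in the Bmi1 reporter signal indicates esBAF inhibition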
RAD54 branch: blocks human RAD54 Holliday junction branch migration; Q92698; FAM/BHQ fluorescence; inhibition, % at 10.4 µM; actives 0.14% (n = 360,000); AID 602329;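 active = mean normalized replicate activity at least 40 and at least half of replicates scoring 40 or more; inconclusive = only one of the two criteria met; inactive = mean below 40 and under half of replicates reaching 40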;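 also: 0% = median of neutral control wells and 100% = median of positive control wells; inhibitors cause a drop in the FAM fluorescence signal; in these data hits start at about 50%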
Target sequence (Q92698 whole entry, looked up): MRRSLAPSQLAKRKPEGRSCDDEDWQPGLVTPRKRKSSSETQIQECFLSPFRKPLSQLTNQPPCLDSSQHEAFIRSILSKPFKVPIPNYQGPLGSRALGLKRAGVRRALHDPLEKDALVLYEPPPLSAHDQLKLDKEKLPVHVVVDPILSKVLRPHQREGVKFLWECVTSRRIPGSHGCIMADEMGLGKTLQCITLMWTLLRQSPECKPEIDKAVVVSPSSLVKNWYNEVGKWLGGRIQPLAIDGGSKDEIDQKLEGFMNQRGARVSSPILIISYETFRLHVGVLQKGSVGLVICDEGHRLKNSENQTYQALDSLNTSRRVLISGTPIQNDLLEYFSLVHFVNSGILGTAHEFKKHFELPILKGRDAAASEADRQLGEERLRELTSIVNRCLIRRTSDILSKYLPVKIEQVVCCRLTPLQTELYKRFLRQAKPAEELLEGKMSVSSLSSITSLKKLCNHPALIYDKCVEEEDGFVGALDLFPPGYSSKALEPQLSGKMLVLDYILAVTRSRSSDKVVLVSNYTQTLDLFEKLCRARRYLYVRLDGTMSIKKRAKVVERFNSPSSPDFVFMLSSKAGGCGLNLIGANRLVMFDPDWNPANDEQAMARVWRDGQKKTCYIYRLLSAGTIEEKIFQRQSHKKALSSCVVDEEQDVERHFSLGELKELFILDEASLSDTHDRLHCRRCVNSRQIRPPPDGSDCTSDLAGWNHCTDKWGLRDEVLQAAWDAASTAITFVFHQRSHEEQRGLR
An asterisk follows results filed as active; ? = inconclusive. These rows are one share of the data, so the mix of outcomes need not match the whole.

SMILES	esBAF inh	RAD54 branch
COc1ccc(-c2cc(C(N)=O)nc(N3CCCCCC3)n2)cc1	-3	11
CCOc1ccc(S(=O)(=O)Nc2ccccc2SC)c2cccnc12	-1	4
CS(=O)(=O)N(CCc1ccccc1)CC(=O)N1CCc2ccccc2C1	3	9
COc1ccc(N(CN2C(=O)C3C4C=CC(C4)C3C2=O)C(=O)c2ccco2)cc1 (stereo unspecified)	-4	6
CCOc1c(OC(C)=O)ccc(/C=C2\N=C(SCC)SC2=O)c1[N+](=O)[O-]	2	-4
Cc1cc(C)n(-c2nc3c(c(=O)[nH]c(=O)n3C)n2C)n1	-7	-4
CCS(=O)(=O)N1CCCC(C(=O)NCCCN2CCCC2=O)C1 (stereo unspecified)	-6	-4
Cc1onc(-c2c(F)cccc2Cl)c1C(=O)NC1CCSC1=O (stereo unspecified)	0	5
CC(C)(C)c1ccc(OCCCC(=O)NC2=NCCS2)cc1	11	-5
CC(C)Cc1nnc(NC(=O)CCC(=O)N2CCN(c3ccccn3)CC2)s1	2	4
COc1ccccc1NC(=O)Cn1cnc2c(cnn2-c2ccc(C)c(C)c2)c1=O	-7	2
Cc1cc(Br)cn2c(Cc3ccsc3)c(C3CCCCC3)nc12	0	-6
CC(C)C(c1nnnn1C1CCCC1)N1CCCCC1 (stereo unspecified)	-17	-6
COc1ccc(NC(=O)CSc2nnc(C3CC3)n2-c2ccccc2)cc1	4	-12
O=c1c2c(nc3nc(SCc4ccccc4)[nH]n13)CCC2	4	-11
Cc1ccc(OCc2nnc(SCC(=O)c3cccs3)n2-c2ccccc2)cc1C	-4	-2
CCOC(=O)C(Oc1ccc(=O)[nH]n1)C(C)=O (stereo unspecified)	-1	0
COc1ccc(NC(=O)N(C)[C@H]2C[C@H]3c4[nH]c5ccc(-c6cccc(C)c6)cc5c4CCN3C[C@H]2[C@H](C)O)cc1	-3	2
COC(=O)C1CCN(Cc2ccc(C)cc2)CC1	-7	6
Cn1c(=O)c2c(nc(NC3CCCCC3)n2CC(=O)C23CC4CC(CC(C4)C2)C3)n(C)c1=O	14	12

Compounds shown so far with a thiophene ring, fused or not (two):
SMILES	esBAF inh	RAD54 branch
Cc1cc(Br)cn2c(Cc3ccsc3)c(C3CCCCC3)nc12	0	-6
Cc1ccc(OCc2nnc(SCC(=O)c3cccs3)n2-c2ccccc2)cc1C	-4	-2

New compounds follow
SMILES	esBAF inh	RAD54 branch
COc1cc(NS(=O)(=O)c2ccc3c(c2)n(C)c(=O)n3C)cc(OC)c1	-4	2
Nc1nc(-c2ccc(Br)cc2)cs1	?	-4
O=C1NCCc2cc3c(cc21)OCO3	-11	10
CC1C(=O)N(Cc2cn(CC3CCCCC3)nn2)CCS(=O)(=O)N1Cc1ccc(-c2ccc(Cl)cc2)cc1 (stereo unspecified)	10	3
Cc1ccc(CNC(=O)[C@@H]2CCC(=O)N2Cc2ccco2)cc1	-5	-8
Cc1nc2ccc(Cl)cc2nc(C)/c1=N\O	20	-4
CCc1cc(=O)[nH]c(SC/C=C/c2ccccc2)n1	-4	3
CCOC(=O)N1CCN(S(=O)(=O)c2cc(OCC(N)=O)c(C)cc2Cl)CC1	-1	5
O=C(c1ccco1)N1CCN(c2nc(-c3ccc(F)cc3)cs2)CC1	-4	4
COc1ccc(N2CCN(CCCNC(=O)CN3CCN(Cc4ccccc4C)C3=O)CC2)cc1	-6	1
CN(C)c1nc(NS(=O)(=O)c2ccc(Cl)cc2)nc(N(C)C)n1	9	-6
CCOc1ccccc1NC(=O)C1CCCN(S(=O)(=O)c2cccc3nsnc23)C1 (stereo unspecified)	-1	-5
Cc1ccc(C(=O)O)cc1NC(=S)NC(=O)Cc1ccccc1	-5	-1
CCOC(=O)C1CCN(C(=O)COc2ccc(Br)cc2)CC1	1	-12
O=C(CSc1nc(Nc2ccccc2)nc(N2CCOCC2)n1)N1CCCC1	-6	11
CN(Cc1ccccc1)C(=O)CCC(=O)N(C)Cc1ccccc1	39	-3
O=C(CN1CCCc2ccccc21)NCc1ccc2c(c1)OCO2	20	0
CC(C)(C)C(=O)COC(=O)CNC(=O)c1ccc(Oc2ccccc2)cc1	-12	-7
COc1ccc(NC(=S)NC(NC(=O)CCl)C(Cl)(Cl)Cl)c([N+](=O)[O-])c1 (stereo unspecified)	3	5
CC(=O)Nc1c(OC(C)=O)ccc2c(C)cc(=O)oc12	-13	-3

Gathered by group: the entries above with an aryl methoxy group
SMILES	esBAF inh	RAD54 branch
COc1ccc(-c2cc(C(N)=O)nc(N3CCCCCC3)n2)cc1	-3	11
COc1ccc(N(CN2C(=O)C3C4C=CC(C4)C3C2=O)C(=O)c2ccco2)cc1 (stereo unspecified)	-4	6
COc1ccccc1NC(=O)Cn1cnc2c(cnn2-c2ccc(C)c(C)c2)c1=O	-7	2
COc1ccc(NC(=O)CSc2nnc(C3CC3)n2-c2ccccc2)cc1	4	-12
COc1ccc(NC(=O)N(C)[C@H]2C[C@H]3c4[nH]c5ccc(-c6cccc(C)c6)cc5c4CCN3C[C@H]2[C@H](C)O)cc1	-3	2
COc1cc(NS(=O)(=O)c2ccc3c(c2)n(C)c(=O)n3C)cc(OC)c1	-4	2
COc1ccc(N2CCN(CCCNC(=O)CN3CCN(Cc4ccccc4C)C3=O)CC2)cc1	-6	1
COc1ccc(NC(=S)NC(NC(=O)CCl)C(Cl)(Cl)Cl)c([N+](=O)[O-])c1 (stereo unspecified)	3	5

Further entries:
SMILES	esBAF inh	RAD54 branch
O=C(N/N=C\c1ccc(-c2ccc(Cl)c(Cl)c2)o1)C(=O)N1CCCC1	3	-6
Cc1ccc(NC(=O)CCn2cccc2)cc1C	-27	-2
COc1ccc(N=C(C)C2=C(O)COC2=O)cc1	0	5
CCOc1ccc(OCC)c(S(=O)(=O)N2CCCCC2C)c1 (stereo unspecified)	1	-11
CC(C)N(Cc1ccccc1)S(=O)(=O)N(C)C	3	11
CCN1CCN(C(c2ccccc2F)c2nnnn2Cc2ccc3c(c2)OCO3)CC1 (stereo unspecified)	8	-13
CCCOc1ccc(F)cc1-c1cc(C(=O)Nc2ccc(OC)nc2)[nH]n1	3	-1
CC(=O)OCC(OC(C)=O)C(OC(C)=O)C(OC(C)=O)C(=O)Nc1ccccc1C (stereo unspecified)	-1	0
O=C(Cn1c(SCC(=O)N2CCc3ccccc32)nc2ccccc21)NC1CCCC1	-6	5
O=C(CSc1nnc(-c2ccco2)n1Cc1ccccc1)NC(=O)NCc1ccccc1	9	2
O=C(c1ccc(Cl)s1)N1CCCC1	-7	-4
O=C(CN1C(=O)C2C3C=CC(C3)C2C1=O)NCCc1ccccc1Cl (stereo unspecified)	3	4
CCOC(=O)c1cnc(SCc2ccccc2)nc1N	79*	0
O=C(Nc1cccnc1)Nc1ccccn1	-2	1
CC(=O)CC1OC(=O)C(Br)=C1NCc1ccccc1 (stereo unspecified)	-9	2
CCOC(=O)CSC1=C(C#N)C(c2ccc(OC)cc2)C2=C(CC(C)(C)CC2=O)N1 (stereo unspecified)	4	6
COc1cc(-c2nc(-c3ccccc3)c(-c3cc([N+](=O)[O-])ccc3C)[nH]2)cc(OC)c1OC	12	0
CC(C)n1c(-c2cccnc2)nc2cnccc21	-16	-8
COc1ccc(Cl)cc1S(=O)(=O)N1CCN(C(=O)c2ccco2)CC1	-7	-10
Cc1cc(C(F)(F)F)n(-c2nc(C(=O)NNS(=O)(=O)c3ccccc3)cs2)n1	-5	-2
Cc1cccc(Oc2cnn(C(C)(C)C)c(=O)c2Cl)c1	-20	-2
O=c1[nH]c(CN2CCN(c3ccccc3Cl)CC2)nc2ccsc12	8	2
COc1ccc(/C=N/NC(=O)c2cc(-c3ccccc3OC)nc3ccccc23)cc1COC(C)=O	-3	-2
Cc1cc(S(=O)(=O)Nc2ccc(F)cc2)c(C)s1	8	-4
CCCCN(C(=O)Cn1nnc2ccccc21)C(C(=O)NCc1ccco1)c1ccncc1 (stereo unspecified)	1	3
O=C(O)CCCCc1nc2ccccc2s1	-8	4
Cc1ccccc1NC(=O)c1sc2nc3c(c(-c4ccco4)c2c1N)CCCC3	3	8
Cc1ccc(S(=O)(=O)N2C[C@H]3N(C(=O)OC(C)C)N(C(=O)OC(C)C)C[C@H](OC(=O)NCC4CCCCC4)[C@@]3(O)C2)cc1	4	-12
C=CCN1CCN(C(c2ccc(OC)c(OC)c2)c2nnnn2C(C)(C)C)CC1 (stereo unspecified)	4	4
Cc1[nH]c2ccc(Br)cc2c(=O)c1CN1CCOCC1	1	10
CC(=O)Nc1ccc(S(=O)(=O)N(C)c2ccc(O)cc2)cc1	-5	8
CCCC(=O)N1CCC1(C)C(=O)Nc1ccc2scnc2c1 (stereo unspecified)	10	-2
COc1ccc(C(=O)Nc2ccc(Cl)cc2C(=O)NCc2ccco2)cc1	13	-2
CS(=O)(=O)N(CC(=O)N1CCN(c2cccc(Cl)c2)CC1)C1CCCCC1	13	-8
CCOC(=O)N1CCC(NC(=O)CCS(=O)(=O)c2ccc3c(c2)CCN3C(C)=O)CC1	-10	-3
O=C(Nc1cccc(C(F)(F)F)c1)c1cccc2c(-c3cccnc3)coc12	6	0
Cc1ccc(-c2nn3c(C)nnc3c3ccccc23)cc1S(=O)(=O)N1CCN(CCO)CC1	7	6
O=C(NNC(=O)c1cccnc1)Nc1ccc(Cl)c(Cl)c1	-5	2
COc1ccccc1NC1=C(Cl)C(=O)N(C2CCCCC2)C1=O	6	-1
CCN(CC)CCCN1C(=O)C(=O)/C(=C(/O)c2ccc3c(c2)OCCO3)C1c1ccco1 (stereo unspecified)	15	-1
COc1ccc(NCc2cc3ccccc3[nH]c2=O)cc1	35	-2
CC(C)CCNC(=O)NC(=O)COC(=O)c1cc(S(=O)(=O)N2CCOCC2)ccc1N1CCCCC1	0	8
COCCn1c(SCc2nnc(-c3ccccc3)o2)nc2sc3c(c2c1=O)CCC3	1	-7
O=C(CN1CCc2ccccc21)Nc1ccc2c(c1)OCO2	-1	16
Cc1cccc(C(C)(C)C)c1OCCCCN1CCCC1	-13	-1
CCN=C1SC(CC(=O)Nc2ccc(N3CCOCC3)cc2)C(=O)N1CC (stereo unspecified)	1	4
COc1ccc(CC(=O)N2CCOCC2)cc1OC	-1	-3
Cc1ccc(CN2C(=O)CSc3ccc(C(=O)NCCN4CCOCC4)cc32)cc1	-17	-16
CCn1c(=O)n(Cc2ccco2)c(=N)c2c3c(sc21)COC(C)(C)C3	1	5
CCC1CCCCN1Cc1nc2c(c(=O)n(C)c(=O)n2C)n1Cc1cccc2ccccc12 (stereo unspecified)	-1	10
COCCN(C(=O)CNC(=O)c1cccs1)C(C(=O)NC1CCCC1)c1cccs1 (stereo unspecified)	0	-2
O=C1CC(=O)C(n2cncn2)C(c2ccc(Cl)cc2)C1 (stereo unspecified)	0	0
CCc1ccc(CNCc2cccnc2)cc1	6	-29
Cc1ccc(NC(=O)Cn2nnc(C(=O)NCc3cccs3)c2N)cc1	-5	-8
COCCNC(=O)CCSc1nc(-c2ccc(OC)cc2)cc(C(F)(F)F)n1	-3	2
C/C(Cl)=C\Cn1c(N2CCCCCC2)nc2c1c(=O)n(C)c(=O)n2C	-4	6
Cn1nc(-c2ccccc2)c(-c2nc(-c3cccc(Cl)c3)no2)c1Cl	-2	-6
CCOC(=O)c1[nH]c2ccc(Br)cc2c1NC(=O)CCN1CCN(C(=O)OCC)CC1	11	-1
CN1C(=S)SC(/[N+]([O-])=C\c2ccco2)C1(C)C (stereo unspecified)	-3	-17
COc1cc(C(=O)OCc2cc3ccccc3[nH]c2=O)cc(OC)c1OC	-8	4
Going on with the list.
SMILES	esBAF inh	RAD54 branch
COc1ccc(S(=O)(=O)Nc2ccc(S(=O)(=O)N3CCOCC3)cc2)cc1	-8	-8
Cc1cc2c(cc1C)NC(c1ccccn1)C1=C(CC(C)(C)CC1=O)N2 (stereo unspecified)	23	-2
COC(=O)c1ccc(Nc2nc(C)cc(=O)[nH]2)cc1	13	11
Cc1onc(-c2ccccc2Cl)c1C(=O)Nc1ccc(-c2nnc3n2CCCCC3)cc1	3	1
CCCS(=O)(=O)NC(=O)C1(C)CCN(C(=O)c2ccc(OC)c(F)c2)C1 (stereo unspecified)	-1	-6
O=C(CS(=O)CC(=O)N(c1ccccc1)C(C(=O)NC1CCCC1)c1cccs1)Nc1ccc(F)cc1 (stereo unspecified)	-4	-5
COc1cc2nc(N(CCN(C)C)C(=O)c3ccc4ccccc4c3)sc2cc1OC	4	12

Complete entries, looked up by structure. Values in the order: esBAF inh, RAD54 branch
Cc1cc2c(cc1C)NC(c1ccccn1)C1=C(CC(C)(C)CC1=O)N2 (stereo unspecified) is listed as 23, -2
O=C(N/N=C\c1ccc(-c2ccc(Cl)c(Cl)c2)o1)C(=O)N1CCCC1 is listed as 3, -6

By substructure: the compounds so far containing a tert-butyl group.
SMILES	esBAF inh	RAD54 branch
CC(C)(C)c1ccc(OCCCC(=O)NC2=NCCS2)cc1	11	-5
CC(C)(C)C(=O)COC(=O)CNC(=O)c1ccc(Oc2ccccc2)cc1	-12	-7
Cc1cccc(Oc2cnn(C(C)(C)C)c(=O)c2Cl)c1	-20	-2
C=CCN1CCN(C(c2ccc(OC)c(OC)c2)c2nnnn2C(C)(C)C)CC1 (stereo unspecified)	4	4
Cc1cccc(C(C)(C)C)c1OCCCCN1CCCC1	-13	-1

Bioassay records as filed in PubChem BioAssay.
